Assay outcomes (PubChem)
UGM FP inh – M. tuberculosis UGM enzyme inhibitors, primary screen, biochemical, fluorescence polarization, single point | UDP-galactopyranose mutase (Mycobacterium tuberculosis (strain ATCC 25618 / H37Rv)), … | hit rate 0.06% among 320,000 | purified UGM, fluorescence polarization probe displacement | inhibition, % at 10 µM; in the data active = inhibition above about 10%, passing the limit was not always enough; inconclusive = no clear call, values can overlap the other calls
Target sequence (P9WIQ1 whole entry, looked up): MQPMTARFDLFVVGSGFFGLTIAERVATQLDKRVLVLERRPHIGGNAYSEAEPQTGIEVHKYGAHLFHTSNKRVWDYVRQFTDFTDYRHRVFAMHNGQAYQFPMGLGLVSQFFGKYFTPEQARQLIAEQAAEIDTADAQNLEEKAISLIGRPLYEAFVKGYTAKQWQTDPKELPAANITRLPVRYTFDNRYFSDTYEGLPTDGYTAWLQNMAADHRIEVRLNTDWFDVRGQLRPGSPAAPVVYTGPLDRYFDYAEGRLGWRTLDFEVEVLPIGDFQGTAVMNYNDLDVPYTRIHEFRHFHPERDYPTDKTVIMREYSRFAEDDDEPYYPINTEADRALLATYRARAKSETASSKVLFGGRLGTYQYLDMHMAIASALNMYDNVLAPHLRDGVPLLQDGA
FBA Mtb inh – Mtb FBA enzyme inhibitors, primary screen, biochemical, fluorescence, strain H37Rv. inhibition, % at 1 µM. purified M. tuberculosis FBA, fluorescence read-out. hit rate 2.3% among 360,000. Fructose-bisphosphate aldolase (Mycobacterium tuberculosis (strain ATCC 25618 / H37Rv)), …; in the data active = inhibition above about 27%;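 note: 0% = vehicle and 100% = reference inhibitor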
Target sequence (P9WQA3 whole entry, looked up): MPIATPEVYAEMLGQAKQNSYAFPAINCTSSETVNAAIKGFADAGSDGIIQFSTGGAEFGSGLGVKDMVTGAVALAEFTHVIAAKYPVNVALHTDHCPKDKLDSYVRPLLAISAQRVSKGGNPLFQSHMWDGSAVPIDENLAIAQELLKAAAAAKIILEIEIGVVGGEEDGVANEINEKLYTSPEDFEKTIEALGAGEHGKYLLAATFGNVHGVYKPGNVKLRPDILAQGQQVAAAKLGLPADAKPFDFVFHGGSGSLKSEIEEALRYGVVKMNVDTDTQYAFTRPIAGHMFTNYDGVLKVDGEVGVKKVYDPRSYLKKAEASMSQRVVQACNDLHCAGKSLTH
PrPC TRFRET – inhibitors of human cell surface prion protein PrPC, primary screen, cell-based, TR-FRET. TR-FRET read-out. inhibition, % at 13.8 µM. hit rate 0.43% among 370,000; in the data active = inhibition above about 24%; note: 0% = median of the test wells and 100% = reference compound wells
BoNT F protease – BoNT/F light chain protease inhibitors, primary screen, biochemical, flow cytometry, MLPCN library; Botulinum neurotoxin type F light chain protease (Clostridium botulinum); Multiplex microsphere protease cleavage assay; inhibition, % at 10 µM; hit rate 0.22% among 360,000; AID 588497, 2011; in the data active = inhibition above about 35%, passing the limit was not always enough; inconclusive = no clear call, values can overlap the other calls; note: plate controls were buffer without enzyme for full effect and enzyme alone for no effect
GDH-TPI inh – GDH-TPI coupling enzyme inhibitors, primary screen, artefact control for M. tuberculosis FBA inhibitor project, biochemical, absorbance, full deck. GDH-TPI coupled enzyme counterscreen, NADH absorbance. inhibition, % at 4.8 µM. hit rate 1.2% among 360,000; in the data active = inhibition above about 30%;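 note: 0% = DMSO wells and 100% = wells lacking the enzyme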
FadD28 binding – inhibitors of FadD28 bisubstrate probe binding, primary screen, biochemical, fluorescence polarization, single point. AID 588549, 2011. inhibition, % at 12.5 µM. hit rate 0.22% among 360,000. Mycobacterium tuberculosis FadD28 fatty-acid-AMP ligase; in the data active = inhibition above about 8.5%, passing the limit was not always enough; inconclusive = no clear call, values can overlap the other calls
MazEF act – activators of E. coli MazEF toxin-antitoxin RNase, primary screen, biochemical, fluorescence, uHTS | FAM/BHQ RNA-DNA oligo cleavage fluorescence, 5 h | hit rate 0.32% among 350,000 | Endoribonuclease toxin MazF (Escherichia coli (strain K12)), P0AE70 | AID 504720, 2011 | activation, % at 20 µM; in the data active = activation above about 50%
Target sequence (P0AE70 whole entry, looked up): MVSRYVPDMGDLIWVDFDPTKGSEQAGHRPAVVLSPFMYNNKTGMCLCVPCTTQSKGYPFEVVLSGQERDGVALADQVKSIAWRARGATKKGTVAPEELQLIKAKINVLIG
Mtb BioA inh – M. tuberculosis BioA enzyme inhibitors, primary screen, biochemical, plate reader, single point, HTS | 7,8-diaminopelargonic acid synthase BioA (Mycobacterium tuberculosis) | purified M. tuberculosis BioA enzyme | inhibition, % at 9.99 µM | hit rate 0.096% among 360,000; in the data active = inhibition above about 40%; inconclusive = no clear call, values can overlap the other calls
Rv3671c protease – Rv3671c serine protease inhibitors, primary screen, biochemical, fluorescence polarization, M. tuberculosis H37Rv. P9WHR9. inhibition, % at 5.96 µM. hit rate 0.048% among 320,000. AID 2606, 2010; in the data active = inhibition above about 38%;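 note: extracellular domain of Rv3671c used as enzyme; 0% = enzyme with DMSO and 100% = no enzyme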
An asterisk follows results filed as active; u = inconclusive; x = no result given.

1	O=C1OC(Nc2cc(Br)cc3cccnc23)c2ccccc21 (stereo not given)
2	CCN(C(=O)COC(=O)c1cc(OC)c(OC)cc1[N+](=O)[O-])C1CCS(=O)(=O)C1 (stereo not given)
3	Nc1ccc(C#Cc2ccc3oc4ccccc4c(=O)c3c2)cc1
4	COCCN(CCOC)c1ncc(Cl)c(C(=O)c2c(C)cc3ccccn23)n1
5	Nc1nc(CN2CCc3ccccc3C2)nc(Nc2ccccc2)n1
6	CCC(=O)n1nc(-c2ccco2)nc1SCc1ccccc1
7	O=C(Nc1cccc(S(=O)(=O)NC2=NCCC2)c1)c1ccc(F)cc1F
8	CCN1CCN(c2ccc(S(=O)(=O)N3CCCCC3)cc2NC(=O)/C=C/c2ccc(OC(F)F)cc2)CC1
9	COC(=O)c1cc2nc(-c3ccc(OC)c(OC)c3)cc(C(F)(F)F)n2n1
10	COC(=O)[C@@]1(C)[C@H]2C(=O)N(Cc3ccccc3)C(=O)[C@H]2[C@H]2CN=C(SCc3ccc(C)cc3)N21

screen / no.	1	2	3	4	5	6	7	8	9	10
UGM FP inh	1.0	1.1	2.0	1.9	-0.3	0.9	-0.7	0.2	1.2	x
FBA Mtb inh	-0.6	5.1	3.4	0.9	-8.0	2.0	-0.8	1.3	6.4	-4.6
PrPC TRFRET	-19.8	-2.2	23.4	-5.1	-13.3	11.6	0.0	-15.1	0.3	6.6
BoNT F protease	-12.0	-5.6	5.1	4.0	27.2	-11.1	0.0	0.7	0.6	-0.1
GDH-TPI inh	3.7	9.8	17.9	8.5	10.5	-1.7	4.2	3.6	-10.1	-7.3
FadD28 binding	0.6	-1.3	-1.1	0.2	-2.3	-2.7	0.0	-18.6	2.5	-3.8
MazEF act	11.3	8.6	3.7	6.3	-22.5	2.3	5.6	-15.9	25.8	-1.3
Mtb BioA inh	0.4	-0.5	-1.8	0.7	0.0	-0.3	-0.3	-0.2	-0.6	-0.6
Rv3671c protease	-78.9	7.0	-14.7	1.0	4.1	3.5	-4.9	-16.1	-2.8	x

11	N/C(=N\C(=S)Nc1ccccc1)c1ccccc1
12	Cc1cccc(NC(=O)Cn2cnc3ccc(S(=O)(=O)N4CCC(C)CC4)cc3c2=O)n1
13	O=C(CSc1nnc(CNC(=O)c2c(F)cccc2F)o1)Nc1ccc2c(c1)OCCO2
14	CNC(=S)N(Cc1ccccc1)Cc1cccnc1
15	Cc1nc(CS(=O)(=O)c2ccccn2)sc1C(=O)NNC(=O)c1ccccc1
16	C/C(CCC(C)C)=N\NS(=O)(=O)c1ccc(C)c([N+](=O)[O-])c1
17	Fc1cccc(C2CC(c3cccc(Br)c3)Nc3nnnn32)c1 (stereo not given)
18	CCOC(=O)c1ccccc1NC(=O)COC(=O)CCCOc1ccccc1
19	COCCNc1nc(NCCOc2ccccc2Cl)c2sc(-c3ccccc3)cc2n1
20	O=C1c2ccccc2-c2n[nH]c(=O)c3ccc(N4CCCCC4)c1c23

screen / no.	11	12	13	14	15	16	17	18	19	20
UGM FP inh	-0.1	-0.4	-2.3	5.1	-0.5	-1.3	-2.5	-1.3	x	-1.0
FBA Mtb inh	-1.6	0.9	4.6	-4.1	1.4	-1.0	-0.6	1.0	2.0	-2.2
PrPC TRFRET	5.2	-2.1	8.7	7.1	-3.2	4.6	-2.9	3.9	9.6	-35.4
BoNT F protease	-3.4	4.7	-8.7	8.2	u	1.2	-5.1	2.0	-1.7	-7.7
GDH-TPI inh	8.8	11.3	-1.0	-12.5	8.7	1.4	0.0	-1.4	2.6	1.3
FadD28 binding	0.4	-0.8	1.0	-3.7	-3.3	1.0	-0.6	0.9	-9.3	-2.4
MazEF act	-1.0	-9.7	-1.9	5.2	-0.8	81.7*	-1.9	-6.5	x	11.1
Mtb BioA inh	-0.9	-0.7	-0.3	-0.3	x	-0.8	x	x	-2.3	0.5
Rv3671c protease	-4.1	-4.2	1.2	3.9	-1.8	2.6	-9.9	-0.2	x	2.7

Part of the list above, as tab-separated lines.
#	SMILES	UGM FP inh	FBA Mtb inh	PrPC TRFRET	BoNT F protease	GDH-TPI inh	FadD28 binding	MazEF act	Mtb BioA inh	Rv3671c protease
19	COCCNc1nc(NCCOc2ccccc2Cl)c2sc(-c3ccccc3)cc2n1	x	2.0	9.6	-1.7	2.6	-9.3	x	-2.3	x
15	Cc1nc(CS(=O)(=O)c2ccccn2)sc1C(=O)NNC(=O)c1ccccc1	-0.5	1.4	-3.2	u	8.7	-3.3	-0.8	x	-1.8
13	O=C(CSc1nnc(CNC(=O)c2c(F)cccc2F)o1)Nc1ccc2c(c1)OCCO2	-2.3	4.6	8.7	-8.7	-1.0	1.0	-1.9	-0.3	1.2

Next results.
21	CCN(CC)S(=O)(=O)c1ccc(N2CCCCC2)c(NC(=O)/C(C#N)=C/c2ccc(OC)cc2)c1
22	COc1cccc(/C=N/n2c(SC)nnc2-c2ccccc2)c1O
23	COc1ccc(CNc2nc3ccccc3n2CCN2CCCCC2)c(OC)c1
24	CCOc1ccc(CN(C(=O)c2cc3ccccc3oc2=O)C2CC2)cc1
25	Cc1cnnc2c1-c1no[n+]([O-])c1CC2
26	O=C(CN1CCN(c2ccccc2F)CC1)c1c[nH]c2ccccc12
27	COc1ccc(C(=O)N2CCCC(C(=O)O)C2)c2ccccc12 (stereo not given)
28	CCCCn1c(N)c(N(CCOC)C(=O)CCNC(=O)c2ccc(Cl)cc2)c(=O)[nH]c1=O
29	CCn1c(SCc2ccc(C#N)cc2)nnc1-c1ccc(S(=O)(=O)N2CCCCC2)cc1
30	Cc1ccc(C)c(NS(=O)(=O)c2ccc3[nH]c(=O)[nH]c3c2)c1

screen / no.	21	22	23	24	25	26	27	28	29	30
UGM FP inh	-2.1	-5.1	-0.8	2.8	3.3	-2.9	-0.3	4.1	-3.2	-1.4
FBA Mtb inh	-1.4	-0.9	-3.0	-0.6	0.3	3.2	1.6	4.2	-1.4	-4.0
PrPC TRFRET	3.2	0.3	-9.3	0.8	-3.0	0.7	4.4	3.7	7.9	2.7
BoNT F protease	-2.8	-10.4	6.3	9.7	2.4	-0.5	0.6	x	5.3	-4.9
GDH-TPI inh	13.9	6.0	6.3	1.6	7.7	-4.4	-3.1	5.3	-7.5	-21.0
FadD28 binding	-5.5	-2.3	-0.4	-4.4	0.7	0.6	-0.3	0.1	-0.9	-5.3
MazEF act	-2.9	-6.1	3.2	7.9	6.6	0.1	-5.3	-6.1	5.0	-7.8
Mtb BioA inh	0.6	0.0	0.0	x	x	-6.3	1.1	-2.1	1.0	-4.2
Rv3671c protease	-8.7	1.1	-2.8	-0.7	2.9	-2.0	-2.5	-0.9	15.0	-11.9

31	CC(C)CN(C(=O)COC(=O)C12CC3CC(CC(C3)C1)C2)c1c(N)n(Cc2ccccc2)c(=O)[nH]c1=O
32	O=C(Cn1cnc2ccccc21)N/N=C/c1ccccn1
33	COC(=O)[C@H]1C[C@H](OC(=O)NCC2CCCCC2)[C@@]2(O)CN(S(=O)(=O)c3ccc(C)cc3)CC2[C@H]1C(=O)OC (stereo not given in full)
34	Cc1cc(C)c(C)c(S(=O)(=O)N(C)C2CCN(C)CC2)c1C
35	O=C(CSc1nnnn1-c1ccc(C(=O)O)cc1)NC1CCCCC1
36	Cc1cc(C)cc(NC(=O)CSc2nc3[nH]c(=O)cc(O)c3s2)c1
37	CCOc1ccc(-c2nnn(CC(=O)Nc3ccccc3OC)n2)cc1OCC
38	CCOC(=O)/C(C#N)=C1/SC(CC)C(=O)N1c1ccc(Br)cc1 (stereo not given)
39	COc1ccccc1-c1c(C)nn2c(N3CCCCCC3)cc(C)nc12
40	O=C(NC1CCCCC1)C(c1ccc(O)c(O)c1)N(C(=O)Cn1nnc2ccccc21)c1cccc(O)c1 (stereo not given)

screen / no.	31	32	33	34	35	36	37	38	39	40
UGM FP inh	1.4	-1.1	x	-0.7	3.2	-1.0	3.3	-0.2	x	0.2
FBA Mtb inh	-1.2	1.2	-0.9	1.4	-4.9	-1.4	-0.2	-2.2	5.0	-3.3
PrPC TRFRET	-0.8	3.7	-11.1	-0.2	-0.5	-5.5	9.7	11.2	0.4	4.2
BoNT F protease	9.4	u	-3.4	-39.8	-9.7	-5.2	-13.9	7.5	7.8	17.1
GDH-TPI inh	6.6	9.2	2.8	-1.1	-0.4	4.2	1.7	3.4	24.5	-1.0
FadD28 binding	-4.3	-1.5	0.3	-0.2	x	-4.6	-5.1	-1.0	1.6	-1.8
MazEF act	-7.0	1.5	6.2	-0.4	6.5	3.2	-48.3	3.2	6.2	12.3
Mtb BioA inh	0.1	0.7	0.8	x	0.9	-0.6	0.2	8.8	1.7	x
Rv3671c protease	4.3	-4.0	x	5.3	6.2	-0.8	-6.7	3.7	3.2	11.8

41	CC12CCC(C/C1=N/NC(=O)Nc1ccccc1)C2(C)C (stereo not given)
42	Cc1ccccc1NC(=O)CCCN1C(=O)C2CC=CCC2C1=O (stereo not given)
43	O=C(CCNC(=O)c1ccc([N+](=O)[O-])cc1)NCCc1ccc(Cl)cc1
44	O=S(=O)(c1ccc(-n2cnnn2)cc1)N(C1CCCCC1)C1CCCCC1
45	CCOC(=O)C1CCCN(C(=O)c2cnn3c(C(F)(F)F)cc(-c4ccccc4)nc23)C1 (stereo not given)
46	COc1ccc(OC)c(NC(=O)CN2C(=O)COc3ccc(C)cc32)c1
47	Cc1ccnc(NC(=O)CNC(=O)c2ccc3c(c2)OCO3)c1
48	COc1ccc(C2CC2/C(=N/OC(=O)c2cccs2)c2ccccc2)cc1 (stereo not given)
49	O=C(CSc1oc(-c2ccc(F)cc2)nc1S(=O)(=O)c1ccccc1)NCC1CCCO1 (stereo not given)
50	Cc1c(N2C(=O)/C(=C3\C(=O)N(CC(=O)O)c4ccccc43)SC2=S)c(=O)n(-c2ccccc2)n1C

screen / no.	41	42	43	44	45	46	47	48	49	50
UGM FP inh	0.2	1.3	0.8	4.1	-1.8	2.1	-1.3	-1.4	-0.9	-2.0
FBA Mtb inh	3.0	0.7	-0.9	1.5	5.3	2.8	3.0	-0.2	-8.8	-0.3
PrPC TRFRET	-8.2	-0.8	-24.8	-4.8	-10.1	6.1	1.7	0.2	5.2	-0.9
BoNT F protease	-3.4	-2.3	-10.7	3.0	-14.6	0.5	-0.2	-2.5	5.8	-4.5
GDH-TPI inh	6.0	0.0	5.3	24.7	24.2	-7.1	6.5	5.8	-6.2	27.7
FadD28 binding	1.8	-0.5	-3.3	0.6	-3.1	-0.4	1.1	-1.7	-4.0	-0.2
MazEF act	4.7	5.7	2.5	-1.1	-14.1	1.7	4.0	-0.6	-1.1	5.1
Mtb BioA inh	x	-1.5	-0.4	-3.1	x	-0.1	-0.1	-1.7	x	3.6
Rv3671c protease	-3.6	3.5	0.8	-2.2	5.1	6.6	-7.5	-15.6	-0.1	-5.6

51	CC1=C(C(=O)Nc2ccc(C(=O)NCCCN3CCCCC3C)cc2)SCCO1 (stereo not given)
52	Cc1ccc(C(C#N)N2CCOCC2)cc1 (stereo not given)
53	O=C(Cc1ccc(Cl)c(Cl)c1)Nc1ccccc1N1CCOCC1
54	CCN1C(=O)c2cccc3c(S(=O)(=O)NCc4ccccc4)ccc1c23

screen / no.	51	52	53	54
UGM FP inh	x	x	1.5	-1.7
FBA Mtb inh	-2.0	3.9	3.0	14.8
PrPC TRFRET	-19.7	-4.0	3.6	-3.5
BoNT F protease	-9.4	2.4	-6.6	-3.8
GDH-TPI inh	12.4	-4.6	18.5	11.2
FadD28 binding	-3.9	-0.4	-1.9	x
MazEF act	-18.8	-2.2	3.2	3.6
Mtb BioA inh	-1.6	-1.0	-1.1	2.1
Rv3671c protease	x	x	-5.5	-3.7
